Source: PubChem (National Center for Advancing Translational Sciences (NCATS))
BAZ2B inh = qHTS Assay for Inhibitors of BAZ2B | Potency, µM (series often up to 114 µM), inactives show at the top dose activity change, negative = inhibition, usual class: inhibitors | AlphaScreen BAZ2B-H3K14Ac peptide displacement | Bromodomain adjacent to zinc finger domain protein 2B (Homo sapiens), Q9UIF8 | 4.4% of 360,000 active; also: % is scaled to controls: 0 for no effect and ±100 for the full control effect; nearly all actives have a fitted effect of over 60% in size
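BAZ2B (50 nM) with biotin-H3(5-23)K14Ac peptide (50 nM) in PBS pH 7.4, 0.01% Tween-20, preformed 30 min, then compound 30 min at room temperature; top concentration 110uM. AlphaScreen streptavidin donor/nickel chelate acceptor beads (10 ug/mL final), 20 min dark, signal read.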
BLM inh = qHTS Assay for Inhibitors of Bloom's syndrome helicase (BLM); 0.2% of 350,000 active; recombinant BLM DNA unwinding, fluorescence dequenching; Potency, µM (series often up to 56.1 µM), for the others: at the highest dose activity change, negative = inhibition, most hits filed as inhibitors; AID 2528, 2010; RecQ-like DNA helicase BLM (Homo sapiens), P54132;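 also: plate controls were vehicle for no effect and no enzyme for full effect; nearly all actives have a fitted effect of over 35% in size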
APEX1 inh = qHTS Assay for Inhibitors of the Human Apurinic/apyrimidinic Endonuclease 1 (APE1); 0.35% of 350,000 active; recombinant APE1, TAMRA/BHQ-2 abasic DNA cleavage fluorescence; AID 2517, 2012; DNA repair nuclease/redox regulator APEX1 (Homo sapiens), P27695; Potency, µM (series often up to 65.8 µM), for the others: top-dose activity change, negative = inhibition, usual class: inhibitors;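 also: plate controls were vehicle for no effect and reference inhibitor for full effect; nearly all actives have a fitted effect of over 55% in size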
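Enzyme (0.75 nM final) and test compound are incubated 15 min at room temperature before adding 50 nM quenched THF abasic-site duplex. Cleavage dequenches TAMRA, followed at 525/598 nm over three reads one minute apart.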
Pol kappa inh = qHTS for Inhibitors of Polymerase Kappa; Potency, µM (doses to about 107 µM), inactives show at the top dose activity, negative = inhibition, usual class: inhibitors; 0.53% of 400,000 active; AID 588579, 2011; purified Pol kappa, fluorescent DNA synthesis assay, 10 min; DNA polymerase kappa (Homo sapiens), Q9UBT6; also: % is scaled to controls: 0 for no effect and ±100 for the full control effect
Target sequence (Q9UBT6 whole entry, looked up): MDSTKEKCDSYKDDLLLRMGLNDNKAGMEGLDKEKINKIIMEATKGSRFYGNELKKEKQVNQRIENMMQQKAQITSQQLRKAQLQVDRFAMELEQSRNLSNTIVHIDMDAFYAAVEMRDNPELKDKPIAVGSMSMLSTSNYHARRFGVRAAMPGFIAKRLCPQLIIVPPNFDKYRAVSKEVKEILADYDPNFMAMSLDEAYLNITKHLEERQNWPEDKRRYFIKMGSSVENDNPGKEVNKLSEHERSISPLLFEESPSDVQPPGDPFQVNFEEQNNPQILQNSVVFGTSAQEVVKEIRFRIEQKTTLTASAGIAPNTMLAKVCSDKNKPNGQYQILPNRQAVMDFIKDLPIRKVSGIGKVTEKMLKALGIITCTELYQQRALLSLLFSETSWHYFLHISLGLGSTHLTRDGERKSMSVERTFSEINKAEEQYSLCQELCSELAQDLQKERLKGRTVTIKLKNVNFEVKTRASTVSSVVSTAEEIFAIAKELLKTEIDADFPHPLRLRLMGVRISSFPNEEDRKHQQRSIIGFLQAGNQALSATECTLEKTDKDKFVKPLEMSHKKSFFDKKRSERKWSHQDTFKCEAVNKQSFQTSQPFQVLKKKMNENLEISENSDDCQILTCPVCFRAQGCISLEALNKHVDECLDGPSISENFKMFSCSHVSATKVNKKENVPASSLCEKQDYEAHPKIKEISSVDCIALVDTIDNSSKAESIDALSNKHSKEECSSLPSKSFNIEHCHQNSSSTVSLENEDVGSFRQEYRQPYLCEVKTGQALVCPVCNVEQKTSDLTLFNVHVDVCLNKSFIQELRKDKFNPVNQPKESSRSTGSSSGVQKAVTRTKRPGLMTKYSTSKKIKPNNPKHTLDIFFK
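Pol kappa 10 nM + cpd, 15 min RT; start w/ substrate 50 nM final; fluorescence kinetic read, 0 and 10 min. Neg ctrl: buffer, no enzyme.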
Pol iota inh = qHTS for Inhibitors of Polymerase Iota; DNA polymerase iota (Homo sapiens), Q9UNA4; Potency, µM (top dose mostly 115 µM), for the others: at the top dose activity, negative = inhibition, usual class: inhibitors; Pol iota fluorescent replication assay, 10 min; 1% of 390,000 active
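Pol iota at 10 nM preincubated 15 min with compounds at room temperature; reaction started with fluorescent substrate, 50 nM final. Fluorescence read kinetically at 0 and 10 min; buffer-only wells as negative control.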
JMJD2A Tudor = qHTS Assay for Inhibitors of JMJD2A-Tudor Domain. Lysine-specific demethylase 4A (Homo sapiens), O75164. AlphaScreen JMJD2A-Tudor / H3K4me3 peptide binding. Potency, µM (titrated, usually from 114 µM), for the others: top-dose activity change, negative = inhibition, most hits filed as inhibitors. 4.4% of 390,000 active; also: % is scaled to controls: 0 for no effect and ±100 for the full control effect; nearly all actives have a fitted effect of over 50% in size
POLB inh = qHTS Assay for Inhibitors of DNA Polymerase Beta; P06746; 1.3% of 340,000 active; Pol beta primer extension/strand displacement, fluorescence kinetic; Potency, µM (titrated, usually from 114 µM), for the others: at the top dose activity change, negative = inhibition, hits mostly inhibitors; AID 485314, 2010; also: % is scaled to controls: 0 for no effect and ±100 for the full control effect
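Pol beta (10 nM) and compounds were preincubated 15 min at room temperature, then 50 nM substrate (final) started primer extension/strand displacement. Reads were taken at 0 and 10 min; concentration-response data were fitted to a four-parameter Hill equation.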
POLH inh = qHTS for Inhibitors of Polymerase Eta | DNA polymerase eta (Homo sapiens), Q9Y253 | recombinant Pol eta, fluorescent DNA replication assay | Potency, µM (doses to about 114 µM), without a hit: at the top dose activity change, negative = inhibition, usual class: inhibitors | 1.2% of 390,000 active | AID 588591, 2011; also: % is scaled to controls: 0 for no effect and ±100 for the full control effect
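Fluorescent replication assay: 50 nM final substrate added after a 15 min room-temperature compound preincubation with 10 nM enzyme. Signal taken at 0 min and again at 10 min.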
G9a inh = qHTS Assay for Inhibitors of Histone Lysine Methyltransferase G9a; Histone-lysine N-methyltransferase EHMT2 (Homo sapiens), Q96KQ7; G9a H3K9 monomethylation, AlphaScreen, 2 h; Potency, µM (highest dose often 102 µM), inactives show at the highest dose activity, negative = inhibition, actives largely listed as inhibitors; 8.8% of 350,000 active; AID 504332, 2011; also: % is scaled to controls: 0 for no effect and ±100 for the full control effect; nearly all actives have a fitted effect of over 75% in size
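Chemiluminescent proximity detection of H3K9 monomethylation, read after 10 min bead incubation in the dark. Reaction: 20 nM G9a, 500 nM biotin-H3K9 peptide, 20 uM SAM cofactor, 2 h, room temperature, following 15 min enzyme-compound preincubation.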
* = called active by the depositor; ? = inconclusive; / = no result given; & = joins results of further samples; [ ] = dose if it differs, or a comment. Calls follow the shape of the dose curve; as a rule, active = well fitted curve in the direction sought with a large enough effect; inconclusive = small, poorly fitted or top-dose-only effect, or another doubt; inactive = no such curve, though single readings can be large; an effect the other way counts as inactive or inconclusive. Potency is read from the fitted curve at half-maximal effect.

entry	SMILES	BAZ2B inh	BLM inh	APEX1 inh	Pol kappa inh	Pol iota inh	JMJD2A Tudor	POLB inh	POLH inh	G9a inh
1	O=S(=O)(c1cc(Cl)ccc1Cl)N1CCN(Cc2ccco2)CC1	-22%	-1%	13%	-9%	18%	-15%	27%	-22%	-11%
2	CC1CCN(c2ccc(C(=O)NCc3ccc4c(c3)OCO4)cc2[N+](=O)[O-])CC1	?	-4%	-10%	-8%	9%	?	-22%	-27%	?
3	N#CCSc1ccccc1NC(=O)COc1ccc(-c2nnco2)cc1	?	/	27%	-4%	38%[activator]	-19%	/	-22%	16%[59 µM]
4	COc1ccc(/C=C2\Sc3ccc(C(=O)N4CCN(Cc5ccccc5)CC4)cc3N(C)C2=O)cc1OC	?	-9%	9%	-13%	-20%	?	-19%	-19%	71µM*
5	Cc1cccc(C)c1NC(=O)c1ccc(CN2CCc3ccccc3C2)cc1	-1%	-6%	-1%	-4%	4%	-26%	4%	-5%	10%[12.7 µM]
6	COc1ccc(-c2nc3c(C#N)c[nH]n3c2NC2CCCCC2)cc1	2%	0%	/	4%	?	-21%	11%	-6%	-27%[59 µM]
7	Cc1ccc(NC(=O)Cn2c(=O)n(CCC(=O)N3CCc4ccccc4C3)c(=O)c3ccccc32)cc1	4%	-5%	/	4%	-5%	-11%	9%	-5%	-5%[59 µM]
8	Cc1ccnc(NS(=O)(=O)c2ccc(N=CC3=C(O)CC(C)(C)CC3=O)cc2)n1	10%	2%	16%	-11%	1%	-15%	-6%	-5%	-37%[12.7 µM]
9	Cc1ccc(CSc2nc3cccnc3n2Cc2ccc(C(=O)NCCc3ccccc3)cc2)cc1	7%	-4%	/	-6%	11%	-1%	-13%	6%	-14%[59 µM]
10	CC(Oc1ccc2c(=O)c(-c3ccc(Cl)cc3)c(C(F)(F)F)oc2c1)C(=O)O (stereo not given)	3%	-1%	3%	-7%	-6%	-3%	5%	-9%	/
11	Fc1ccccc1Cn1cnc(NC(=S)NCCc2ccccc2)n1	-1%	4%	7%	/	/	/	9%	/	/
12	CCn1nc(C)cc1C(=O)NC1CCCc2c1cnn2-c1ccc(C)c(C)c1 (stereo not given)	1%	-4%	52%[activator]	-5%	14%	-19%	-2%	-18%	22%
13	O=C(O)Cc1cn(Cc2ccc(F)cc2)c2ccccc12	-14%	-1%	2%	10%	-19%	-6%	19%	-12%	-3%
14	CC1(C)CC(=O)C(N=Nc2cc3c(cc2[N+](=O)[O-])OCCO3)=C(O)C1	?	-6%	-9%	-6%	-7%	-15%	17%	0%	-9%
15	CCCCN(C(=O)c1cc2ccccc2o1)c1c(N)n(CCC)c(=O)[nH]c1=O	0%	-8%	1%	0%	7%	-11%	25%	-5%	-5%[59 µM]
16	COc1ccc(S(=O)(=O)N2CCN(C3CC4CCC3C4)CC2)cc1 (stereo not given)	-30%	-3%	31%	3%	37%[activator]	3.2µM*	6%	-17%	22µM*
17	Fc1ccc(-c2cc(C(F)(F)F)nc(NCC3CCCO3)n2)cc1 (stereo not given)	117%[activator]	-2%	-4%	-3%	11%	67%[activator]	0%	-7%	63%[activator][59 µM]
18	N#CCC(=O)Nc1ccc(C(=O)OCC(=O)c2ccc3c(c2)OCO3)cc1	12%	/	-9%	-11%	2%	-14%	/	1%	-2%
19	CCOC(=O)c1cnc(-n2nc(C)cc2C)nc1Nc1ccc2c(c1)OCO2	-25%	-1%	2%	/	/	/	10%	/	?
20	CC(=O)N1c2ccc(S(=O)(=O)NCCc3cccc(C)c3)cc2CC1C (stereo not given)	1%	1%	/	-8%	-10%	-9%	0%	-1%	10%[59 µM]
21	CCOc1ccc(NC(=O)NC2CCCc3ccccc32)cc1 (stereo not given)	-2%	1%	27%	5%	29%	0%	16%	5%	46%
22	O=c1o[nH]c(-c2ccccc2)c1-c1ccccc1	/	/	/	-9%	38%[activator]	-30%	/	-13%	/
23	CC(C)CC(=O)N=C1SC2CS(=O)(=O)CC2N1Cc1ccccc1 (stereo not given)	-3%	-3%	1%	-8%	55%[activator]	-9%	2%	-4%	18%[59 µM]
24	Cc1ccccc1OCCN1C(=O)c2ccccc2C1=O	42%[activator]	-6%	12%	-9%	-4%	64%[activator]	24%	-6%	25%[59 µM]
25	COCCNC(=O)CCSc1nc(-c2ccc(OC)cc2)cc(C(F)(F)F)n1	10%&9%	-2%&2%	0%	-21%&8%	13%&19%	8%&15%	-3%&1%	-11%&-14%	-39%&27%[59 µM]
26	COc1ccccc1CC(=O)NNC(=O)c1ccco1	6%	1%	-1%	0%	0%	-14%	?	-15%	23%
27	Cn1c2ccc(CC(=O)O)cc2c2cc(CC(=O)O)ccc21	?	-4%	7%	-2%	47%[activator]	-12%	9%	?	50µM*
28	Cc1cc([N+](=O)[O-])nn1CCCC(=O)NCc1ccccc1	-5%	-1%	?	-6%	-13%	-14%	21%	-18%	3%[59 µM]
29	COC(=O)c1c(C)oc2ccc(N(C(=O)Oc3ccccc3)S(=O)(=O)c3ccc(C(C)(C)C)cc3)cc12	-8%	-7%	/	-19%	0%	-27%	?	-19%	-37%[59 µM]
30	C=CCNC(=O)Nc1ccc(Br)cc1Cl	-9%	-2%	-3%	1%	2%	-4%	10%	-14%	-2%
31	COC(=O)c1cc(NS(=O)(=O)c2cccc(Cl)c2)ccc1N1CCOCC1	-6%	0%	8%	-9%	10%	-7%	0%	-18%	2%
32	CN(C)S(=O)(=O)c1cccc(NC(=O)c2ccc(N3CCCC3=O)cc2)c1	/	/	8%	2%	4%	-6%	/	-5%	/
33	CC(C)C(=O)Nc1ccc([N+](=O)[O-])cc1Br	-2%	0%	4%	-17%	-17%	-6%	15%	-17%	-3%[59 µM]
34	COc1cccc(C2c3[nH]c4ccccc4c3C[C@H]3C(=O)N(C)CC(=O)N23)c1 (stereo not given in full)	-6%	0%	-18%	12%	2%	-7%	53%	2%	24%[0.501 µM]
35	CCOc1c(CNCCSc2nnnn2C)cccc1OC	-11%	0%	/	0%	13%	-6%	-7%	-12%	-39%[59 µM]
36	O=C(NC(n1ccc(=O)[nH]c1=O)C(Cl)(Cl)Cl)C12CC3CC(CC(C3)C1)C2 (stereo not given)	-3%	-9%	1%	0%	31%[activator]	5%	-15%	-23%	/
37	Cc1[nH]c2ccccc2c1C(=O)CN1CCN(C/C=C/c2ccccc2)CC1	?	0%	-2%	4%	-8%	?	10%	-9%	0%[59 µM]
38	Cc1ccc(C)c(S(=O)(=O)N2C(=S)NC(=O)C2C(C)C)c1 (stereo not given)	-28%	2%	6%	-11%	-2%	-11%	-8%	-19%	?
39	CC(=O)Nc1ccc(Oc2ccc3nc(C)[nH]c3c2)cc1	-5%	-2%	3%	2%	1%	3%	-1%	-12%	-6%[12.7 µM]
40	CC1CCCCC1NC(=O)Cn1nc(-c2ccccc2)ccc1=O (stereo not given)	7%	0%	1%	0%	1%	1%	-21%	-4%	8%[59 µM]
41	Cc1ccc(S(=O)(=O)NCc2ccc(C(=O)N3CCN(c4ccccc4)CC3)cc2)cc1	-32%	-6%	59%[activator]	-6%	5%	-27%	14%	-14%	-41%[59 µM]
42	CCC1CCC(C(=O)NC(C(=O)Nc2ccc3c(c2)OCCO3)C(C)C)CC1 (stereo not given)	-4%	-5%	1%	-8%	12%	-9%[57.1 µM]	24%	-22%	-3%
43	O=C(c1nc2ncccn2n1)N1CCN(c2ccccc2)CC1	1%	-1%	34%[activator]	-4%	-2%	-13%	24%	-6%	0%[59 µM]
44	CCn1cc(C(=O)O)c(=O)c2cc(F)c(N3CCN(S(=O)(=O)c4ccc(Br)cc4)CC3)cc21	8%	-1%	-6%	/	/	/	-7%	/	-2%
45	CCc1ccc(CN2CCC(N3CCC(C(=O)N4CCCC4)CC3)CC2)o1	-4%	-10%	18%	-1%	32%[activator]	-13%	10%	-17%	16%
46	Nc1ccc2oc(-c3cc(Br)ccc3Cl)nc2c1	-1%	-1%	-1%	-9%	-13%	?	13%	-16%	16%
47	CCOc1ccccc1N(C(=O)Cn1nnnc1-c1ccc(C)o1)C(CC)C(=O)NC(C)(C)C (stereo not given)	-34%	1%	11%	-5%	8%	-22%	6%	-10%	?
48	O=C1Nc2ncccc2OC1CCO (stereo not given)	8%	-1%	-2%	-12%	9%	-3%[11.4 µM]	-3%	-12%	5%[59 µM]

Profiles, quoted from the list.
Listed for COc1ccccc1CC(=O)NNC(=O)c1ccco1 : BAZ2B inh: 6%; BLM inh: 1%; APEX1 inh: -1%; Pol kappa inh: 0%; Pol iota inh: 0%; JMJD2A Tudor: -14%; POLB inh: ?; POLH inh: -15%; G9a inh: 23%
Listed for Cc1cc([N+](=O)[O-])nn1CCCC(=O)NCc1ccccc1 : BAZ2B inh: -5%; BLM inh: -1%; APEX1 inh: ?; Pol kappa inh: -6%; Pol iota inh: -13%; JMJD2A Tudor: -14%; POLB inh: 21%; POLH inh: -18%; G9a inh: 3%[59 µM]

Some of the compounds tested. The share of hits here may be higher or lower than overall.
